EPAC1 agonist – EPAC1 (human) agonism; O95398; EPAC1 agonist qHTS, biochemical assay; response scale: 100% = response to 6.5 mM cAMP; 360,000 tested, 0.073% active; Potency, µM (top dose mostly 154 µM), without a hit: at the highest dose activation, most hits filed as activators; note: potency is the fitted concentration of half-maximal effect; nearly all actives have a fitted effect of over 60% in size
Target sequence (O95398 whole entry, looked up): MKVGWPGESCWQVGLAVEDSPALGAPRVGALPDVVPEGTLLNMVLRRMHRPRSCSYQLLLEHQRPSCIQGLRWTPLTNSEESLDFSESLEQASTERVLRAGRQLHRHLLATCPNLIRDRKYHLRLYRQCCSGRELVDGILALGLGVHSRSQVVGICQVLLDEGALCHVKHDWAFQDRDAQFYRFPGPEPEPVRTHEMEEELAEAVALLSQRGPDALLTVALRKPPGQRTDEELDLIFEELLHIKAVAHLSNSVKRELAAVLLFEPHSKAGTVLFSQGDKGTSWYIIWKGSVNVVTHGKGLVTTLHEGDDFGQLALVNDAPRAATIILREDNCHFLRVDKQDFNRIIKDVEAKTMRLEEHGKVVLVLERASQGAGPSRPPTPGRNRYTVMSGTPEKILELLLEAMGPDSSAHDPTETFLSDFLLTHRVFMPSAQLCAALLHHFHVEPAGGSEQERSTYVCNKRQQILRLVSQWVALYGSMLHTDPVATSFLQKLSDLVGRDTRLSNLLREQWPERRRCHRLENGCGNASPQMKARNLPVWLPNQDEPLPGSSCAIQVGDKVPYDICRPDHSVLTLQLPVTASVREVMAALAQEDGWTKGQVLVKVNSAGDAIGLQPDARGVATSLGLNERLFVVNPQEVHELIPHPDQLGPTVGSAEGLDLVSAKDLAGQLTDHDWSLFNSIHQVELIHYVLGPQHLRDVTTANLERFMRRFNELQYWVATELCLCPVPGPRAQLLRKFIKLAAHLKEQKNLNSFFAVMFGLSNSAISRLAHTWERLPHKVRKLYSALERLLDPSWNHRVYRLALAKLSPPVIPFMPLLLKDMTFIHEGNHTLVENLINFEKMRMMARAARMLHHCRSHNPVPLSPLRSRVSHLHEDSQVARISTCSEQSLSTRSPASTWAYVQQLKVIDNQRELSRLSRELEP
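EPAC1 100 nM, Rap1B–BODIPY-GDP 250 nM, unlabeled GDP 50 uM; compound titration; 5 min RT; kinetic read ex480/em540 at 5-min intervals ×30 min; data normalized to 6.5 mM cAMP agonist control.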
FUS suppressor – FUS proteinopathy suppression in yeast. S. cerevisiae FUS-expressing, growth rescue, OD600, 24 h. Potency, µM (highest dose often 76.6 µM), inactives show at the highest dose growth rescue (activation), hits mostly activators. 390,000 tested, 0.24% active. AID 1347120;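 note: potency is the fitted concentration of half-maximal effect; plate controls were DMSO vehicle for no effect and reference control for full effect; nearly all actives have a fitted effect of over 55% in size; some results filed as inactive show a strong effect at the top dose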
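Read-out: OD at 600 nm after 24hr at 30C, reporting rescue of FUS-induced yeast toxicity. Cells at OD 0.005 in galactose (2%) minimal medium; compounds tested in a dilution series; CP55940 titration from 92uM final as control.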
WRN inhibitor – blocks human WRN helicase. AID 651768. 360,000 tested, 0.46% active. Potency, µM (top dose mostly 114 µM), for inactives: at the highest dose activity change, negative = inhibition, hits mostly inhibitors. Q14191. WRN helicase unwinding, fluorescent forked duplex, kinetic; note: potency is the fitted concentration of half-maximal effect; % is set by controls: 0 for no effect and ±100 for the full control effect; nearly all actives have a fitted effect of over 55% in size
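Kinetic fluorescence helicase assay: unwinding of a quenched forked DNA duplex (100 nM final) with 2 mM ATP final raises red fluorescence (525/598 nm). Compounds sat 15 min at room temperature with 20 nM WRN beforehand.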
Abeta yeast res – restores growth of yeast expressing A-beta42 peptide | yeast expressing A-beta42, growth rescue, OD600, 48 h; response scale: 0% DMSO, 100% iron-clioquinol control | Potency, µM (doses to about 46.1 µM), for inactives: top-dose growth rescue, usual class: activators | 410,000 tested, 0.063% active | AID 1347071; note: potency is the fitted concentration of half-maximal effect; nearly all actives have a fitted effect of over 55% in size
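Yeast growth medium received pinned compounds, then yeast cells expressing toxic A-beta were added; plates incubated at 30 C for 48 hr. Growth read as absorbance at 600 nm, normalized to DMSO and equimolar FeCl3 plus clioquinol controls.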
PLK1 PBD block – blocks phosphopeptide binding to human PLK1 polo-box domain | P53350 | Plk1 PBD binding of FITC phosphopeptide, fluorescence polarization | Potency, µM, for the others: max response, negative = inhibition, usual class: inhibitors | 360,000 tested, 2.8% active; note: potency is the fitted concentration of half-maximal effect; series mostly up to about 57 µM; % is set by controls: 0 for no effect and ±100 for the full control effect; nearly all actives have a fitted effect of over 65% in size
IL2 activator – IL-2 activation; activation, % (series mostly up to about 46 µM); AID 652025; IL-2 activation reporter assay, cell-based qHTS; stimulated with anti-CD3/CD4/CD28 beads; in transgenic mouse T cells; 360,000 tested, 0.065% active; in the data active = activation above about 50%; inconclusive = mostly about 30% to 49%; note: 0% is about no effect
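Screening format: compound pinned onto unstimulated transgenic mouse T cells, 60 min incubation, then anti-CD3/anti-CD4/anti-CD28 bead stimulation for 18 hours at 37 degrees C, followed by EGFP and DsRed detection.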
PI5P4Ka inh – PI5P4K alpha (human) kinase inhibition; P48426; PI5P4Kalpha enzyme, ADP-Glo luminescence, 60 min; hits give low values; max response, %; 330,000 tested, 1.2% active; active = max response of -50% or lower; inconclusive = between -30% and -50%; inactive = -30% or higher; note: value at the top dose of about 77 µM; % is set by controls: 0 for no effect and ±100 for the full control effect
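Controls without substrate or without enzyme flank wells where PI5P4Kalpha converts substrate using 5 microM ATP (final). Incubation lasts 60 minutes at room temperature; ADP formed is read by ADP-Glo luminescence.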
EPAC1 antagonist – antagonists of human EPAC1. 360,000 tested, 0.14% active. O95398. EPAC1 GEF assay, Rap1b-BODIPY-GDP exchange fluorescence. Potency, µM (doses to about 115 µM), for the others: at the highest dose activity change, negative = inhibition, usual class: inhibitors;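 note: potency is the fitted concentration of half-maximal effect; plate controls were vehicle for no effect and positive control for full effect; nearly all actives have a fitted effect of over 50% in size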
* marks the source's active call; other numbers are inactive results; ? = inconclusive; / = no result given; [ ] = remark or other dose. Unless noted, calls come from the whole dose curve; as a rule, active = well fitted curve in the direction sought with a large enough effect; inconclusive = small, poorly fitted or top-dose-only effect, or another doubt; inactive = no such curve, though single readings can be large; an effect the other way counts as inactive or inconclusive.

SMILES	EPAC1 agonist	FUS suppressor	WRN inhibitor	Abeta yeast res	PLK1 PBD block	IL2 activator	PI5P4Ka inh	EPAC1 antagonist
CCOC(=O)C(C)Oc1ccc(OCc2ccccc2)cc1 (stereo unspecified)	0%	6%	-19%	11%	-10%	-1.1	2	-12%
CCc1ccccc1NC(=O)c1onc(C)c1Cl	2%	-9%	1%	22%	-5%	-0.5	3	8%
COc1ccc(CCn2c(Br)nc3c2c(=O)[nH]c(=O)n3C)cc1	-3%	3%	-12%	2%	-3%	-1.3	/	-16%
O=C(CSc1n[nH]c(-c2cccnc2)n1)OC1CCCCC1	-2%	17%	-14%	-7%	12µM*	1.4	-66*	8%
CCC(O)C1CCN(Cc2cn(Cc3ccccc3)nc2-c2cc3ccccc3o2)CC1 (stereo unspecified)	1%	5%	-1%	3%	-8%	-2.1	10	-7%
O=C1NC[C@@H](CCCCN2C[C@H](Cc3ccc(O)cc3)N(CCc3ccc(O)cc3)C(=O)C2=O)N(CCc2ccc(O)cc2)C1=O	-1%	4%	-3%	-8%	-1%	-0.5	-3	0%
CC(C)NC(=O)Nc1ccc2c(c1)C(=O)N([C@H](C)CO)C[C@H](C)[C@@H](CN(C)Cc1ccc(C(F)(F)F)cc1)OCCCC[C@H](C)O2	-27%	10%	4%	10%	-22%	-3.7	2	-9%
Cn1c(=O)c2[nH]c(NCCCN3CCOCC3)nc2n(C)c1=O	-2%	-15%	-2%	10%	-6%	-1.0	0	-7%
COCCNC(=O)c1ccc(CS(=O)(=O)c2ccccc2OC)o1	2%	18%	7%	9%	-3%	-0.8	-2	0%
COCCOC(=O)C1=C(C)N=C2SCCC(=O)N2C1c1cccs1 (stereo unspecified)	5%	2%	3%	-6%	-2%	-2.5	2	-29%
Cc1ccc(N(C)S(=O)(=O)c2cccc(C(=O)NC3=NCCS3)c2)cc1	16%	8%	1%	10%	-8%	-3.1	0	-13%
CCCCCSc1nc2c(c(=O)[nH]c(=O)n2C)n1CC	-13%	-23%	5%	3%	21µM*	-2.2	-24	12%
COc1ccc2c(CC(=O)O)cc(=O)oc2c1	5%	-41%	-1%	-1%	-1%	-5.3	-4	-4%
COc1ccc(NC(C)=O)cc1NC(C)C(=O)Nc1ccc(F)c(F)c1F (stereo unspecified)	-4%	1%	16%	-24%	-7%	-0.2	-3	6%
CCCNCc1cc(Cl)c(OCC)c(Cl)c1	-1%	13%	-7%	-22%	-3%	-5.9	/	10%
Cc1ccc2nsnc2c1NC(=O)c1ccc(-c2cc(Cl)ccc2Cl)o1	8%	7%	0%	13%	-8%	-0.3	0	-8%
C=CC(=O)N(CCC)C(c1ccccc1)c1ccccc1OC (stereo unspecified)	-12%	7%	7%	-14%	-2%	-0.3	0	-13%
S=C(NCCc1ccccc1)Nc1ccc(Br)cc1	10%	/	3%	?	-16%	0.0	2	-20%
O=Cc1cn[nH]c1-c1cccc([N+](=O)[O-])c1	-5%	14%	-1%	-3%	-2%	0.0	-1	6%
COc1cccc(N(C(=O)c2snc(C(N)=O)c2N)C(C(=O)NCC2CCCO2)c2ccc(C)o2)c1 (stereo unspecified)	-8%	10%	-6%	4%	0%	1.4	3	-10%
Cc1ccc(S(=O)(=O)c2ccc(Cl)cc2)cc1S(=O)(=O)N1CCOCC1	0%	36%	-4%	-17%	-7%	1.5	/	-10%
O=[N+]([O-])c1cccc(N/N=C/c2cccc3ccccc23)c1	12%	/	-5%	3%	2%	1.1	29	11%
Cc1ccc(C2=NN(C(=O)CCl)C(c3ccco3)C2)o1 (stereo unspecified)	-9%	4%	-6%[57.1 µM]	-34%	-8%	-0.9	2	-9%
CC(C)(C)C1(C)OC(C(=O)NC2CCCCC2)C(C(=O)NC2CCCCC2)O1 (stereo unspecified)	-6%	42%	-1%	27%	0%	1.4	/	-3%
COc1ccccc1-c1sc2ccccc2c1-c1ccc2c(c1)OCO2	13%	-1%	-3%	-13%	-9%	0.2	24	-8%
Cc1c(OCC(=O)N2CCN(c3ccccc3)CC2)ccc2c3c(c(=O)oc12)CCCC3	10%	-24%	7%	13%	4%	-1.3	0	8%
Cc1cc(-c2ccccc2)c2c3c(cn2n1)c(=O)n(C)c(=O)n3C	8%	-1%	0%	8%	?	6.3	0	5%
O=C(Cc1ccccc1)Nc1ccc(N2CCN(Cc3ccccc3F)CC2)cc1	4%	19%	6%	7%	-6%	-1.0	/	9%
CCOC(=O)CC(NC(=O)C(CC)c1ccccc1)c1ccccc1Cl (stereo unspecified)	2%	19%	-3%	1%	-5%	-5.2	2	-13%
N#Cc1cc([N+](=O)[O-])cnc1Nc1ccccc1	0%	15%	-3%	-2%	-6%	-0.9	-9	8%
COc1cc(C2c3c(-c4cc(Cl)c(C)cc4O)n[nH]c3C(=O)N2Cc2cccnc2)ccc1O (stereo unspecified)	-3%	10%	-32%	-7%	-7%	0.4	-1	-14%
CC(C)(C)C(=O)NCc1ccc(C(=O)CSc2nnc(C3CC3)n2C2CC2)s1	8%	10%	-7%	-2%	-7%	-0.2	4	3%
Cc1ccc(SCC(=O)N(C)C2CCS(=O)(=O)C2)c(C)c1 (stereo unspecified)	0%	11%	-20%	-3%	-9%	0.5	4	1%
CCOC(=O)Cn1cnc2c(nnn2-c2ccc(F)cc2)c1=O	-3%	-25%	-7%	-1%	-1%	-1.5	-1	12%
CCc1ccc(CNC(=O)C2CCCN(S(=O)(=O)N(CC)c3ccccc3)C2)cc1 (stereo unspecified)	7%	11%	-7%	10%	-13%	-4.2	1	?
O=C(NCCN1CCC(n2c(=O)[nH]c3ccccc32)CC1)c1cccnc1Cl	7%	-1%	-1%	-11%	-2%	0.2	-6	21%
CCCOc1ccc(C(=O)N2CCN(c3ccc(N)cc3Cl)CC2)cc1	-12%	?	4%	-18%	-15%	0.8	1	-2%
CCOC(=O)c1ccc(NS(=O)(=O)c2c(C)nc3sccn3c2=O)cc1	0%	-5%	-4%	12%	2%	-2.8	3	4%
O=C(COC(=O)c1ccc(-c2cnc3ccccc3n2)cc1)c1ccccc1	6%	12%	0%	12%	-5%	0.8	-1	-2%
CC1CCCC(C)N1C(=O)c1cc(-c2ccc(Cl)c(Cl)c2)on1 (stereo unspecified)	7%	14%	-17%	-19%	-1%	1.1	/	2%

An excerpt from above in order of heavy-atom count, low to high:
SMILES	EPAC1 agonist	FUS suppressor	WRN inhibitor	Abeta yeast res	PLK1 PBD block	IL2 activator	PI5P4Ka inh	EPAC1 antagonist
Cc1ccc(SCC(=O)N(C)C2CCS(=O)(=O)C2)c(C)c1 (stereo unspecified)	0%	11%	-20%	-3%	-9%	0.5	4	1%
CC1CCCC(C)N1C(=O)c1cc(-c2ccc(Cl)c(Cl)c2)on1 (stereo unspecified)	7%	14%	-17%	-19%	-1%	1.1	/	2%
CCOC(=O)c1ccc(NS(=O)(=O)c2c(C)nc3sccn3c2=O)cc1	0%	-5%	-4%	12%	2%	-2.8	3	4%
O=C(NCCN1CCC(n2c(=O)[nH]c3ccccc32)CC1)c1cccnc1Cl	7%	-1%	-1%	-11%	-2%	0.2	-6	21%
CCc1ccc(CNC(=O)C2CCCN(S(=O)(=O)N(CC)c3ccccc3)C2)cc1 (stereo unspecified)	7%	11%	-7%	10%	-13%	-4.2	1	?
COc1cc(C2c3c(-c4cc(Cl)c(C)cc4O)n[nH]c3C(=O)N2Cc2cccnc2)ccc1O (stereo unspecified)	-3%	10%	-32%	-7%	-7%	0.4	-1	-14%

The list continues:
SMILES	EPAC1 agonist	FUS suppressor	WRN inhibitor	Abeta yeast res	PLK1 PBD block	IL2 activator	PI5P4Ka inh	EPAC1 antagonist
Cc1nn(C/C(C#N)=N\O)c(C)[n+]1N	4%	14%	-13%	3%	-11%	-0.3	0	-10%
Cc1ccc(S(=O)(=O)NCC(=O)OCC(=O)N2CC(=O)Nc3ccccc32)cc1	7%	11%	-24%	-7%	3%	1.1	-2	2%
CC(C)=C(NC(=O)c1ccccc1Br)C(=O)NCCc1nc2ccccc2[nH]1	0%	-6%	-5%	5%	5%	1.0	0	10%
O=C(COC(=O)Cc1cccc(C(F)(F)F)c1)Nc1ccccc1	-9%	/	4%	28%	-1%	-0.6	-1	1%
Cc1csc(=O)n1CC(=O)OCC(=O)Nc1cc([N+](=O)[O-])ccc1Cl	3%	7%	1%	-3%	-12%	-2.9	-3	11%
Cc1ccc(C(C)C)cc1-n1nnc(-c2cccc(Cc3ccc4ccccc4c3)c2)c1C(C)O (stereo unspecified)	-6%	23%	-1%	-1%	3%	-2.4	-1	-1%
CCOc1ccccc1CN1CCN(Cc2ccc3cc(F)ccc3n2)CC1CCO (stereo unspecified)	0%	-1%	0%	2%	-3%	0.5	-1	11%
C=CCOn1c(=O)c(-c2cc3ccccc3o2)[n+]([O-])c2ccccc21	-3%	24%	-5%	-13%	30µM*	-1.3	1	46%[activator]
Cc1ccc(OCC(=O)Oc2ccccc2[N+](=O)[O-])cc1	1%	8%	-12%	-22%	?	-1.1	-7	-18%
CCN(c1ccccc1)S(=O)(=O)c1cccc(C(=O)NCc2cccnc2)c1	2%	-3%	0%	12%	-3%	-2.8	7	-20%

2 entries drawn at random from those above, as already listed:
SMILES	EPAC1 agonist	FUS suppressor	WRN inhibitor	Abeta yeast res	PLK1 PBD block	IL2 activator	PI5P4Ka inh	EPAC1 antagonist
Cc1csc(=O)n1CC(=O)OCC(=O)Nc1cc([N+](=O)[O-])ccc1Cl	3%	7%	1%	-3%	-12%	-2.9	-3	11%
CCOc1ccccc1CN1CCN(Cc2ccc3cc(F)ccc3n2)CC1CCO (stereo unspecified)	0%	-1%	0%	2%	-3%	0.5	-1	11%

High-throughput results as filed in PubChem.
